# LYPLA2 inh: LYPLA2 inhibitors, primary screen, counter-screen for PME1 inhibitor project, biochemical, fluorescence polarization, FP-Rh probe ABPP | Acyl-protein thioesterase 2 (Homo sapiens), O95372 | recombinant LYPLA2 | inhibition, % at 5.9 µM | hit rate 0.38% among 320,000 | AID 2177, 2009;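 active = inhibition above the screen-wide mean plus 3 SD, limit set per campaign, cut at about 26% in these data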;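 also: 0% = LYPLA2 with DMSO and 100% = wells lacking LYPLA2 enzyme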
# PAD4 FP inh: human PAD4 inhibitors, primary screen, biochemical, fluorescence polarization, 1536-well format; hit rate 0.41% among 330,000; Protein-arginine deiminase type-4 (Homo sapiens), Q9UM07; inhibition, % at 6.36 µM; recombinant PAD4, RCA probe fluorescence polarization;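 active = percent inhibition above a cutoff equal to the mean of all tested compounds plus 3 SD, cut at about 15% in these data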;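 also: 0% = PAD4 with RCA probe and DMSO and 100% = probe without PAD4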
# PAFAH2 inh: PAFAH2 enzyme inhibitors, primary screen, biochemical, fluorescence polarization, human; AID 492956, 2010; Platelet-activating factor acetylhydrolase 2, cytoplasmic (Homo sapiens), Q99487; recombinant PAFAH2, FP-rhodamine activity probe; hit rate 0.99% among 340,000; inhibition, % at 3.39 µM;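 active = inhibition above the mean over all tested compounds plus 3 SD, cut at about 30% in these data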;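 also: inhibitors block probe labeling of enzyme so polarization drops; 0% = enzyme with DMSO and 100% = wells lacking PAFAH2 protein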
# LYPLA1 inh: LYPLA1 inhibitors, primary screen, counter-screen for PME1 inhibitor project, biochemical, fluorescence polarization, FP-Rh probe ABPP. Acyl-protein thioesterase 1 (Homo sapiens), O75608. recombinant LYPLA1. inhibition, % at 5.9 µM. hit rate 0.16% among 320,000. AID 2174, 2009;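 active = inhibition above the mean of all tested compounds plus 3 SD, set per campaign, cut at about 14% in these data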;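 also: inhibitors block serine hydrolase probe labeling of LYPLA1 so polarization falls; 0% = enzyme with DMSO and 100% = wells lacking LYPLA1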
# PREPL inhibitor: PREPL enzyme inhibitors, primary screen, biochemical, fluorescence polarization; inhibition, % at 5.96 µM; Prolyl endopeptidase-like (Homo sapiens), Q4J6C6; hit rate 0.68% among 320,000; recombinant PREPL, fluorescence polarization activity-based probe; in the data active = inhibition above about 43%;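 also: 0% = enzyme with DMSO and 100% = wells lacking enzyme; many of its hits are not listed in these tables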
# PAFAH1B2 inh: PAFAH1B2 enzyme inhibitors, primary screen, biochemical, fluorescence polarization, human. AID 492953, 2010. recombinant PAFAH1B2, FP-rhodamine activity probe. inhibition, % at 3.39 µM. hit rate 1.2% among 340,000;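 active = inhibition above the mean of all tested compounds plus 3 SD, cut at about 24% in these data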;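 also: 0% = enzyme with DMSO and 100% = wells lacking PAFAH1B2; many of its hits are not listed in these tables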
# Target sequence (P68402 whole entry, looked up): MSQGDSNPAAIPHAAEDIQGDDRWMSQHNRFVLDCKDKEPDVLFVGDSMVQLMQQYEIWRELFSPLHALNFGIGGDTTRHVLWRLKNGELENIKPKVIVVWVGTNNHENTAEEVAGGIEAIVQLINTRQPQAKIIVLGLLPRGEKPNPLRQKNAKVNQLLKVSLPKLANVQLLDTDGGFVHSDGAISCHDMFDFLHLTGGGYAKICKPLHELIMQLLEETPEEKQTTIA
# pPAFAH inh: pPAFAH enzyme inhibitors, primary screen, biochemical, fluorescence polarization, human. hit rate 1.5% among 330,000. AID 463082, 2010. recombinant pPAFAH, FP-rhodamine probe fluorescence polarization. inhibition, % at 3.39 µM;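 active = inhibition above the mean inhibition across the screen plus 3 SD, cut at about 25% in these data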;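 also: inhibitors block binding of the rhodamine activity-based probe so polarization drops; 0% = enzyme with DMSO and 100% = wells lacking pPAFAH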
# Target sequence (Q13093 whole entry, looked up): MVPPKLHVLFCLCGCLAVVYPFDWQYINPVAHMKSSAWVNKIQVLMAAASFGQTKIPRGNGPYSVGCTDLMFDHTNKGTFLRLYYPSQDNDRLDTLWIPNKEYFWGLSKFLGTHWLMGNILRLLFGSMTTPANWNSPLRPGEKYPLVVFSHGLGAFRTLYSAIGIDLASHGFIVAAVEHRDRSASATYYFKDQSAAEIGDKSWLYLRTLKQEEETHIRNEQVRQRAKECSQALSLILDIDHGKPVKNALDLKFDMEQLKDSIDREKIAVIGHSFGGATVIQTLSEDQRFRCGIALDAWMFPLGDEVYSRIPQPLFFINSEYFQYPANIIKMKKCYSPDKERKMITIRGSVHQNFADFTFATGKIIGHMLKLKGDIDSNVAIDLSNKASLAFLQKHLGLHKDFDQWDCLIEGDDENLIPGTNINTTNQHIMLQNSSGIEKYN
# GSTO1 inh: inhibitors of recombinant GSTO1, primary screen, counter-screen for RBBP9 inhibitor project, biochemical, fluorescence polarization | Glutathione S-transferase omega-1 (Homo sapiens), P78417 | activity-based probe fluorescence polarization | inhibition, % at 5.96 µM | hit rate 1.1% among 300,000;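 active = inhibition above the campaign mean inhibition plus 3 SD, cut at about 35% in these data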;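 also: 0% = GSTO1-1 with DMSO and 100% = wells lacking GSTO1-1 enzyme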
# PAFAH1B3 FP inh: PAFAH1B3 enzyme inhibitors, primary screen, biochemical, fluorescence polarization, human; recombinant PAFAH1B3, FP-rhodamine probe; inhibition, % at 3.39 µM; hit rate 0.28% among 340,000; AID 492972, 2010;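 active = inhibition above the screen-wide average of all tested compounds plus 3 SD, cut at about 25% in these data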;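 also: 0% = enzyme with DMSO only and 100% = wells lacking PAFAH1B3 protein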
# Target sequence (Q15102 whole entry, looked up): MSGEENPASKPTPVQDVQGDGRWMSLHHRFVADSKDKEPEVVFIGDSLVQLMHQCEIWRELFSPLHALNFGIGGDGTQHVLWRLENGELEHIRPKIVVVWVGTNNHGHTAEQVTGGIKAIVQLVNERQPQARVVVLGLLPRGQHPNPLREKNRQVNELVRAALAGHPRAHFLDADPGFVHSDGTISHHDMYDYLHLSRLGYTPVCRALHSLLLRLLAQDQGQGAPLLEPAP
# Starred values were filed as active, the others as inactive; . = not tested or not shown. A portion of the library, so the mix of outcomes need not match the whole.
SMILES,LYPLA2 inh,PAD4 FP inh,PAFAH2 inh,LYPLA1 inh,PREPL inhibitor,PAFAH1B2 inh,pPAFAH inh,GSTO1 inh,PAFAH1B3 FP inh
Cc1cc(C(=O)NN=Cc2ccc(-c3ccc(F)cc3)o2)c(C)o1,.,-2,-2,.,21,6,4,.,5
COC(=O)c1cc(NCc2c(F)cccc2Cl)ccc1N1CCOCC1,7,-1,3,1,10,-2,30*,4,6
CCOC(=O)C1(Cc2ccccc2Cl)CCN(S(=O)(=O)N(C)C)CC1,3,-1,3,-1,3,3,23,5,5
O=C(COc1ccc(S(=O)(=O)N2CCOCC2)cc1Cl)N1CCCC1,7,3,2,3,-3,-6,7,2,-4
COc1ccc(Nc2cc(C)nc3ncnn23)c(OC)c1,-12,0,1,-3,-8,4,3,1,2
Cc1ccc(Nc2nc(C)nc3c2oc2ccccc23)cc1,-5,3,1,-5,5,4,4,-6,-2
COc1ccccc1CNC(=O)C1CC(c2c(Cl)cccc2Cl)=NO1 (centres undefined),7,-3,4,4,-11,8,2,5,3
Nc1nc(SCC(=O)Nc2cccc(S(=O)(=O)N3CCCCCC3)c2)n[nH]1,7,1,10,1,2,3,4,0,8
CCOc1ccc(S(=O)(=O)NCCC(=O)N2CC(C)OC(C)C2)cc1 (centres undefined),8,1,-1,3,7,0,4,-2,4
O=c1[nH]nc(CNc2ccc(Cl)cc2Cl)c2ccccc12,-7,-1,-5,0,-4,1,-1,7,-11
O=C1COc2ccc(C(=O)COC(=O)CCc3ccc(S(=O)(=O)N4CCOCC4)cc3)cc2N1,16,0,2,1,-8,1,8,2,4
COc1ccccc1-c1nnc(NC(=O)OCC(C)C)s1,-2,-4,-3,-1,6,5,0,-8,6
Cn1c(CC(=O)Nc2ccccc2Cl)nnc1SCC(=O)NC1=NCCS1,0,1,-6,1,10,4,3,6,0
CCN(CC(=O)NCc1cccs1)C(=O)CCOc1ccccc1,.,0,-2,.,-3,1,3,.,2
Cc1nc2nc(SCC(=O)NCCCN3CCCCCC3)nn2c(C)c1Cc1ccccc1Cl,1,0,2,-3,30,-2,3,5,3
Cc1ccc(Cl)cc1NC(=S)N1CCC(c2ccccc2)C1 (centres undefined),-2,-2,-7,-2,-11,2,-3,-2,0
O=C(O)c1ccc(NC(=O)C2C3CCC(C3)C2C(=O)O)cc1 (centres undefined),5,2,1,3,13,4,1,1,-2
Cc1ccc(OCCn2c(NC(=O)c3ccco3)nc3ccccc32)cc1,7,-4,5,-3,-6,-1,4,13,15
O=C(CCN1CCc2ccccc2C1)Nc1ccc(F)c(F)c1,6,-3,-8,2,7,3,0,-3,9
CCOC(=O)Cc1csc(NC(=O)c2ccc(Cl)nc2)n1,0,-7,-4,-7,17,-1,4,10,5
O=C1NC2(CCCCC2)N=C1c1ccccc1,10,-3,-9,2,3,-4,9,2,2
O=C(Nc1nnc(S(=O)(=O)N2CCOCC2)s1)c1ccc(Cl)cc1,-1,0,-4,1,-12,0,1,-10,1
COc1ccc(NC(=O)CN2C(=O)COc3ccc(S(=O)(=O)N4CCCCCC4)cc32)cc1,3,3,7,1,6,3,-8,12,7
NC(=O)c1cc[n+](Cc2ccc([N+](=O)[O-])cc2)cc1,1,-3,1,5,-4,0,3,3,3
CC1CN(S(=O)(=O)c2ccc(CN3C(=O)c4cccnc4C3=O)s2)c2ccccc2O1 (centres undefined),-5,-3,-4,-4,10,3,-5,23,8

# Next section; it opens with the three that closed the last part.
SMILES,LYPLA2 inh,PAD4 FP inh,PAFAH2 inh,LYPLA1 inh,PREPL inhibitor,PAFAH1B2 inh,pPAFAH inh,GSTO1 inh,PAFAH1B3 FP inh
COc1ccc(NC(=O)CN2C(=O)COc3ccc(S(=O)(=O)N4CCCCCC4)cc32)cc1,3,3,7,1,6,3,-8,12,7
NC(=O)c1cc[n+](Cc2ccc([N+](=O)[O-])cc2)cc1,1,-3,1,5,-4,0,3,3,3
CC1CN(S(=O)(=O)c2ccc(CN3C(=O)c4cccnc4C3=O)s2)c2ccccc2O1 (centres undefined),-5,-3,-4,-4,10,3,-5,23,8
CC(C)[C@@H](C(=O)NC1CC1)N1C(=O)N2CCc3c([nH]c4ccccc34)[C@@]2(C)C1=O,-2,-3,0,2,5,3,-2,-3,7
COc1ccc(-c2nnc(SCc3nc4ccccc4c(=O)[nH]3)o2)cc1,2,-2,-1,-1,7,2,1,-5,4
Cc1ccc(S(=O)(=O)NCC(=O)NCC(=O)N(C)Cc2ccc3ccccc3c2)cc1C,-10,2,2,-5,-6,7,7,1,2
Cc1ccc(/C=N/Nc2cccc3cccnc23)c(O)c1,-2,-7,4,-6,18,8,8,16,5
Cc1ccc(OCCN2CCN(C(=O)CCC(=O)Nc3nnc(C)s3)CC2)cc1,2,1,0,-2,13,-6,-2,4,0
COc1cc(/C=C/C(=O)OCC(=O)N2CCOCC2)ccc1OCC#N,10,-2,8,0,4,4,2,5,5
COc1ccc(NC(=O)C(=O)NCCCn2ccnc2)cc1,-9,4,21,-1,-5,2,2,6,2
CCc1ccc(C(C)NC(=O)Cc2ccc(F)cc2)cc1 (centres undefined),0,-5,-8,0,-8,2,-3,16,10
Cc1cc2n(n1)C(c1ccco1)Nc1ccccc1-2 (centres undefined),4,1,6,-5,8,5,7,-8,-2
O=c1cc(CN2CCN(Cc3ccccc3)CC2)c2cc3c(cc2o1)CCC3,2,1,1,1,2,9,6,5,14
COC(=O)C1CCN(C(=O)c2c(-c3ccccc3Cl)noc2C)CC1,-3,-2,8,-2,-6,-2,-3,4,-12
O=c1cc(COc2ncnc3ccccc23)nc2sccn12,-5,0,0,-3,-4,3,1,1,3
CCC(=O)c1cn(CC(=O)Nc2cccc(C)c2)c2ccccc12,2,1,-7,-1,-1,-4,0,3,8
Cc1ccc(NC(=O)CC(C)c2ccccc2)cc1S(=O)(=O)N1CCOCC1 (centres undefined),.,2,1,.,17,9,-1,.,1
C=CC[C@]12C=C(OC)C(=O)C(OC)=C1O[C@@H](c1ccc3c(c1)OCO3)[C@H]2C,-2,2,-1,0,3,3,4,-1,-1
S=c1nccc(-c2cccs2)[nH]1,9,4,2,5,1,-1,5,-3,-1
COC(=O)c1ccccc1NC(=O)c1ccc(F)cc1,-4,0,-6,2,5,0,-2,-6,3
COCCn1c(-c2ccc3ccccc3c2)nc2c1c(=O)[nH]c(=O)n2CC(C)C,-5,0,-8,3,42,3,5,1,8
O=C(c1cc([N+](=O)[O-])cc([N+](=O)[O-])c1)N(Cc1nnc(-c2ccccc2Cl)o1)C1CC1,-6,7,5,0,42,1,-1,3,6
O=C(c1ccco1)N1CCN(C(=O)c2cccs2)CC1,0,1,-2,2,4,6,0,4,-4
CCOCCCNC(=O)C(c1ccc(OC)cc1)N(Cc1ccc2c(c1)OCO2)C(=O)CNC(C)=O (centres undefined),12,-2,2,5,1,1,4,8,4
Cc1ccccc1-c1nc(CS(=O)(=O)CC(=O)NCCCN2CCN(C)CC2)c(C)o1,10,-1,-5,-3,12,2,0,3,6
CC(C)NCCCOc1ccc(Cl)cc1Br,-5,-8,-8,3,-2,3,-6,-6,2
COc1cc2[nH]c(C(=O)N(C)C3CCS(=O)(=O)C3)cc2c(OC)c1OC (centres undefined),3,2,6,-3,4,5,-3,5,7
COc1cccc(NC(=S)N(Cc2cccc(Br)c2)CC2CCC(C(=O)O)CC2)c1 (centres undefined),10,8,-6,7,22,1,4,0,2
# New compounds follow:
SMILES,LYPLA2 inh,PAD4 FP inh,PAFAH2 inh,LYPLA1 inh,PREPL inhibitor,PAFAH1B2 inh,pPAFAH inh,GSTO1 inh,PAFAH1B3 FP inh
COC(=O)c1sc2nc3c(cc2c1N)CCCC3,-3,4,2,-1,4,2,5,-8,5
COc1ccc(N2CCN(C(=O)C3CCN(C(=O)c4ccc([N+](=O)[O-])cc4)CC3)CC2)cc1,22,-2,-1,6,17,1,7,-3,0
CCCc1cc(=O)oc2cc(C)cc(OCC(=O)NC(Cc3ccc(Cl)cc3)C(=O)O)c12 (centres undefined),-3,1,-7,-2,2,27*,6,-29,3
CC(C)Oc1ccc(C2CC(=O)N(c3ccc(C(=O)O)cc3)C2=O)cc1 (centres undefined),-8,-2,-2,-6,-3,6,-2,1,11
Cc1nn(C(C)C(=O)NCc2ccccc2Cl)c(=O)c2c1sc1ccccc12 (centres undefined),-2,0,-1,-1,-9,-4,5,-3,2
O=C(NCc1ccccn1)C1CCN(S(=O)(=O)c2cccs2)CC1,-1,-1,4,3,8,6,4,2,4
CC(=O)c1ccc2c(c1)N(C)c1ccccc1S2,3,1,19,2,16,5,20,13,-1
CN1C(=S)SC(C)(C)C1N(O)C(=O)Nc1ccc(Cl)cc1 (centres undefined),0,-5,8,-1,-11,1,-5,4,-2
FC(F)Sc1ccc(NC(=S)NC(c2ccccc2)c2ccccc2)cc1,-111,-9,-64,-45,-15,-25,-53,-39,-55
COc1ccc(NC(=O)c2ccc(CN3CCc4ccccc4C3)cc2)cc1OC,1,-7,1,-1,9,1,1,9,4
CN(Cc1ccccc1)C(=O)CN(Cc1ccccc1)S(C)(=O)=O,2,6,-4,0,-2,4,-2,-4,4
COc1ccc(S(=O)(=O)Nc2cc3c4c(oc3c3ccccc23)CCCC4=O)cc1,-22,-6,-4,-13,-14,3,15,4,-4
NC(=S)Cc1nc2n(n1)Cc1ccccc1-2,0,0,0,-1,9,3,-3,2,9
COc1ccc(C=NOCC(=O)OCC(=O)Nc2ccc(OC)cc2)cc1,.,-3,-5,.,9,5,20,.,15
Cc1ccc(S(=O)(=O)N2CCN(CC(=O)N/N=C/c3ccc(Br)s3)CC2)cc1,1,-2,10,-2,18,8,0,-1,4
COCCCN1C(=O)c2ccccc2C1C(=O)NC1CCCCCC1 (centres undefined),1,-3,-3,1,11,4,4,8,-3
COC(=O)CSc1nc2cc3c(cc2cc1C#N)OCO3,-5,-9,-3,1,14,-4,11,8,-5
CCOC(=O)c1sc2ncnc(NCc3ccco3)c2c1C,4,0,5,1,3,-1,4,15,7
Cc1oc2ccc(OC(=O)COc3c(F)c(F)c(F)c(F)c3F)cc2c1C(=O)OC(C)C,6,-4,1,3,7,7,3,2,6
CCS(=O)(=O)N1CCN(c2ccc([N+](=O)[O-])c(NCc3ccccc3)c2)CC1,2,0,3,2,15,3,7,1,-2
COc1ccc(CCN(C)C(=O)CN2C(=O)NC3(CCCc4ccccc43)C2=O)cc1OC (centres undefined),3,0,0,1,24,-2,7,-3,8
COc1ccc(CNC(=O)Cc2c[nH]c3ccccc23)cc1OC,1,1,3,2,0,1,4,2,-5
COc1ccc(OCc2cc(=O)c3ccc4c(c3o2)C=CC(C)(C)O4)cc1OC,.,0,4,.,30,3,12,.,-1
Cc1c(Cc2ccccc2)sc(N)c1C(N)=O,7,-11,.,1,18,.,28*,-11,.
Cc1cc(C(=O)Nc2nnc(C3CC3)s2)c(C)s1,-5,0,-2,-5,1,5,-1,.,19
O=C(Nc1cccc(C(=O)O)c1)/C(=C/c1ccccc1)NC(=O)c1cccc(Br)c1,1,2,-4,0,0,2,4,-3,8
